Screening results: PubChem BioAssay, Sanford-Burnham Center for Chemical Genomics
tim23-1 inh: growth inhibitors of tim23-1 mutant yeast, primary screen, luminescence, uHTS | 330,000 compounds, 1.3% hits | S. cerevisiae tim23-1 growth, BacTiter-Glo luminescence, 24 h | inhibition, % at 20 µM;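 active means growth inhibition of the mutant yeast at or above 50%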;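 further: temperature-sensitive mutant grown at 25 °C; plate controls were DMSO-treated mutant yeast for no effect and medium wells lacking yeast for full effect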
CXCR6 block: CXCR6 receptor inhibitors, primary screen, cell-based, beta-arrestin, luminescence, CHO-K1 PathHunter, 1536-well | inhibition, % at 20 µM | 360,000 compounds, 0.36% hits | C-X-C chemokine receptor type 6 (Homo sapiens), O00574; in the data active means inhibition above about 34%, passing the limit was not always enough;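 further: antagonist mode with CXCL16 agonist at 10 nM final; 0% = 10 nM CXCL16 with DMSO and 100% = unstimulated wells without agonist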
APJ ag: agonists of human apelin receptor APJ, primary screen, CHO-K1 cells, PathHunter beta-arrestin, luminescence; P35414; 0% DMSO wells, 100% apelin; activation, % at 20 µM; 330,000 compounds, 0.11% hits; AID 2520, 2010;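 active means activation more than six SD over the plate average, tested at 20 µM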;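 further: 0% = DMSO alone and 100% = apelin-13 at 10 nM; some results filed as inactive read as strong as hits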
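assay system = CHO-K1 APJ beta-arrestin complementation cell line | input = cell density 1000 per well | dosing = compound 20 µM once, DMSO 1% | timing = compound 90 min 25 °C, reagent 1 h | measured by = luminescence from split beta-galactosidase complementation, Galacton Star/Emerald II substrate | read-out basis = APJ agonist activity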
APJ antagonist: antagonists of human apelin receptor APJ, primary screen, CHO-K1 cells, beta-arrestin complementation, luminescence. P35414. inhibition, % at 20 µM. 330,000 compounds, 0.32% hits. AID 2521, 2010;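 active means inhibition above about 40% at 20 µM, limit read from the data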;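 further: cells challenged with 10 nM apelin-13 agonist together with compound; plate controls were apelin-13 plus DMSO wells for no effect and DMSO wells lacking apelin-13 for full effect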
TIM10 inh: growth inhibitors of isogenic TIM10 control yeast, primary screen, counter-screen for tim10-1 yeast inhibitor project, luminescence, uHTS | S. cerevisiae TIM10 strain growth, BacTiter-Glo luminescence, 24 h | AID 463195, 2010 | inhibition, % at 10 µM | 330,000 compounds, 1.4% hits;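 active means inhibition of 40% or more at the single tested concentration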;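 further: wild-type TIM10 isogenic control strain grown at permissive 25 °C; 0% = DMSO yeast wells and 100% = minimal medium wells without yeast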
UPR CHOP act: activators of apoptotic CHOP UPR arm, primary screen, cell-based, CHO-CHOP luciferase reporter, luminescence, uHTS; AID 449763, 2010; 330,000 compounds, 0.34% hits; UPR activation; percent of tunicamycin response over DMSO baseline; activation, % at 10 µM;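 active means at 10 µM dose, activation of 40% or more, normalized to positive control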;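 further: 100% = tunicamycin at 10 µg/mL and 0% = DMSO alone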
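System: CHO-CHOP luciferase reporter cell line; amount: 500 cells/well; buffer or medium: F12 medium containing 10% fetal bovine serum; incubation: 6 h compound exposure at 37 °C after overnight seeding; measured by: luciferase luminescence after 10 min with Steady-Glo reagent; evaluation: % reporter activation, DMSO baseline versus tunicamycin full activation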
tim10-1 inh: growth inhibitors of tim10-1 mutant yeast, primary screen, luminescence, uHTS | AID 463190, 2010 | S. cerevisiae tim10-1 ts strain growth, BacTiter-Glo, 24 h | inhibition, % at 20 µM | 330,000 compounds, 2.2% hits;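 active means inhibition of at least 40%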;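 further: mutant grown at 25 °C; 0% = DMSO wells with yeast and 100% = wells holding no yeast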
Mdm2-MdmX inh: inhibitors of human Mdm2-MdmX association, primary screen, cell-based, luminescence, split luciferase, SaOS-2, uHTS; SaOS-2 split-luciferase Mdm2/MdmX complementation; inhibition, % at 8 µM; 330,000 compounds, 3% hits; AID 485346, 2010;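 active means inhibition of at least 50% at 8 µM in the primary screen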
Target sequence (O15151 whole entry, looked up): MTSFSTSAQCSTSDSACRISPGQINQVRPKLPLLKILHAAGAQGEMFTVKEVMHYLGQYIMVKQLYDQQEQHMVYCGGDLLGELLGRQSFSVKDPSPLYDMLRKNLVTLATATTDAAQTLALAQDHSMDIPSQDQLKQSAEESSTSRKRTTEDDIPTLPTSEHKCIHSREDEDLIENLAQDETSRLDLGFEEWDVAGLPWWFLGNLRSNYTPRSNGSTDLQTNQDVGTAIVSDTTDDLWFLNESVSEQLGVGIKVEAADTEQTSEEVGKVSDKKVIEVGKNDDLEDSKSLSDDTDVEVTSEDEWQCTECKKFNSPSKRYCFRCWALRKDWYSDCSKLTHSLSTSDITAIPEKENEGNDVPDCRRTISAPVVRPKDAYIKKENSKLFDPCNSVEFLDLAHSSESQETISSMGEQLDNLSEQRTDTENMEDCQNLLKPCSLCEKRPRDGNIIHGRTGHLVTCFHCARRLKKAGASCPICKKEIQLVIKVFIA
Target sequence (Q00987 whole entry, looked up): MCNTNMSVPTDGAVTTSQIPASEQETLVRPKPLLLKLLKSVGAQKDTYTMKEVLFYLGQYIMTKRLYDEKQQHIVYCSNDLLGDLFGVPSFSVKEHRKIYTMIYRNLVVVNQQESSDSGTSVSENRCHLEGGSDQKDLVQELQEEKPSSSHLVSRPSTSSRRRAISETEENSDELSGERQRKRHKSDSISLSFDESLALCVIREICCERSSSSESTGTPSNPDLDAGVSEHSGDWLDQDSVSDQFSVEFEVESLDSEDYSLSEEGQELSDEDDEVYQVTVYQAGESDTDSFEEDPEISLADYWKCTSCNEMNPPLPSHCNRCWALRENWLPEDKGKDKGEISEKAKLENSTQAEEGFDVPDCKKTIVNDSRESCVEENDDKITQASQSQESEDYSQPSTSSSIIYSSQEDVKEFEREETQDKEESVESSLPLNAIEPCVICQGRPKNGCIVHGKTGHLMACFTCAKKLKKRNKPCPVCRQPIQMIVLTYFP
UPR XBP1 act: activators of adaptive XBP1 UPR arm, primary screen, cell-based, CHO-XBP1 luciferase reporter, luminescence, uHTS | 330,000 compounds, 0.33% hits | activation, % at 20 µM | AID 463104, 2010 | IRE1-XBP1 UPR activation; percent of tunicamycin response, DMSO as zero;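 active means versus positive control, 20 µM dose yields 30% or more activation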;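 further: 100% = tunicamycin at 10 µg/mL and 0% = DMSO only wells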
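Material: CHO-XBP1 cells stably carrying IRE1-XBP1-driven luciferase reporter | Medium: F12 with 10% serum | Compound dosing: 20 µM single concentration, DMSO 1% | Incubation: Overnight seeding at 37 °C, 6 h compound treatment at 37 °C | Detection: Steady-Glo luminescence read | Read-out basis: % activation of reporter signal versus tunicamycin and DMSO controls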
Active calls of the source: *; · = not tested or not shown; & = joins results of further samples.

SMILES	tim23-1 inh	CXCR6 block	APJ ag	APJ antagonist	TIM10 inh	UPR CHOP act	tim10-1 inh	Mdm2-MdmX inh	UPR XBP1 act
CCN(CC)C(=O)c1cncc(C(=O)N(CC)CC)c1-c1ccccc1	13	-1	-2	-4	-11	-1.0	17	-8	0
CCCOC(=O)/C(=C\C=C\c1ccccc1)NC(=O)c1ccccc1	32	7	-2	-1	11	0.3	34	-6	-2
O=C1CCCc2ccccc2N1Cc1ccccc1	-2	12	-5	12	-3	-2.6	-9	29	-2
CCn1cc(/C=N\NC(=O)c2ccc(Cl)cc2)cn1	-7	-10	1	6	-12	-0.4	-5	-15	1
O=C(NC1CCCc2ccccc21)C1CCN(S(=O)(=O)c2ccccc2F)CC1 (stereo unspecified)	14	3	-3	4	11	1.6	14	34	-3
O=C(CSc1ccc(Cl)cc1)N1CCC(c2nc3ccccc3s2)CC1	42	0	-3	-30	18	-0.2	35	14	-3
COc1ccc(NC(=O)CCc2ccccc2)cc1S(=O)(=O)N1CCOCC1	13	2	-2	-6	-1	-1.5	5	7	0
Cc1ccc(CN2CC(C(=O)NNC(=O)c3ccc(F)cc3)CC2=O)cc1 (stereo unspecified)	21	2	2	-15	3	1.2	9	7	-2
O=C(CCC(=O)c1ccc(Cl)s1)Nc1ncccc1O	11	-12	0	-7	5	2.2	5	20	0
CSc1nc2ccc(NC(=O)c3cc4ccccc4o3)cc2s1	5	1	-2	-11	12	4.0	-13	-201	2
O=C1NCCc2c1[nH]c1ccccc21	6	-2	-5	5	-2	0.0	4	11	0
COc1ccc(-c2[nH]ncc2CN2CCC(O)(c3ccc(Cl)cc3)CC2)cc1	4	-2	-2	2	1	0.6	8	13	-2
O=C(NCCCSc1ccccc1)c1cc(Cl)ccc1O	48	-6	10	-15	25	-1.6	47*	21	-4
C(/CCc1ccccc1)=N\n1cnnc1	15	-6	4	9	4	-1.8	11	-22	2
Cc1cc(SCc2ccccc2C)nc(=O)[nH]1	2	1	-4	7	1	-0.2	-6	-2	-1
NNC(=O)c1ccc(COc2ccc3ccccc3c2)cc1	37	-19	6	-22	6	1.7	-1	-18	-2
Cc1c(C#N)c2ncn(CCCN(C)C)c(=O)c2n1-c1ccccc1	5	-2	-6	-2	-2	-1.2	5	-5	-1
Cc1onc(-c2c(F)cccc2Cl)c1C(=O)Nc1cccc2nsnc12	28	10	-3	9	-15	0.1	-6	21	3
CCn1cc([N+](=O)[O-])c(C(=O)Nc2c(C)nn(Cc3c(F)c(F)c(F)c(F)c3F)c2C)n1	9	1	-1	30	-4	-0.6	8	2	1
Cc1onc(-c2ccccc2)c1C(=O)NC1CC1	-3	-9	-4	4	1	-1.7	4	7	-3
CC(C)(C)C(=O)NCCc1nc2ccccc2n1CC(=O)c1ccccc1	18	-2	2	1	-9	0.9	16	10	2
Cc1ccc(CCNC(=O)CNS(=O)(=O)c2ccc3nc(C)sc3c2)cc1	-9	-6	-5	-14	-6	-1.0	-1	10	-8
CCN1CCN(C(=O)CSc2nc3c(c(=O)n(C)c(=O)n3C)n2C)CC1	-7	2	-5	18	-6	0.3	4	5	-5
C=CCNC(=S)NNC(=O)C(CC(C)C)CC(C)O (stereo unspecified)	7	2	-4	10	12	-0.8	11	-5	-1
CNc1ccccc1C(C)(C)c1cc(-c2ccco2)n[nH]1	23	-8	-4	25	15	3.0	23	20	2

Other entries follow:
SMILES	tim23-1 inh	CXCR6 block	APJ ag	APJ antagonist	TIM10 inh	UPR CHOP act	tim10-1 inh	Mdm2-MdmX inh	UPR XBP1 act
CCOC(=O)CN(C(=O)CNC(=O)c1ccco1)C(C(=O)NC1CCCCC1)c1cccc(OC)c1 (stereo unspecified)	0	-7	-3	6	5	-0.1	10	-29	-1
COc1ccc(NC(=O)CSc2nc3ccsc3c(=O)n2CCCCCC(=O)O)cc1	0	0	-2	10	-21	1.8	4	11	-2
CC(C)Oc1ccccc1/C=N/NC(=O)C1CCCC1	1	-6	2	-6	4	1.4	-12	12	-3
COc1cccc(CN2C(=O)CCC2(C)C(=O)NC2CCCCC2)c1 (stereo unspecified)	6	0	-1	-71	7	-0.4	8	-16	0
CC[C@]12c3[nH]c4ccc(Cl)cc4c3CCN1C(=O)[C@@H](CC(=O)NCCCOC)C[C@@H]2C(=O)N1CCN(C(=O)c2ccco2)CC1	33	4	·	·	-3	1.9	19	3	-1
CCOc1ccc(N2C(=O)CC(N3CCN(c4ccccc4F)CC3)C2=O)cc1 (stereo unspecified)	9	5	-3	-2	14	-0.4	20	0	-1
Cc1ccc2c(c1)N(CC(=O)NCCCN1CCCCC1C)C(=O)c1cccnc1O2 (stereo unspecified)	-3	1	-3	7	-9	-0.6	-2	3	0
S=C(NCCc1ccccc1)NCC1CCCO1 (stereo unspecified)	-5	-1	-4	-14	1	0.8	16	1	3
CCN(CC)S(=O)(=O)c1cccc(-c2n[nH]c(=S)n2Cc2ccccc2)c1	15	-12	-1	-11	17	3.0	3	-16	-6
Cn1cccc1C(=O)OCC(=O)NCCCc1ccccc1	18	-3	-4	-2	8	0.9	13	21	0
CC(=O)c1cccc(NC(=S)NC(=O)c2ccccc2)c1	33	16	-1	-8	-7	4.6	31	-103	3
O=C(COC(=O)c1ccccc1)Nc1ncc([N+](=O)[O-])s1	10	3	-5	11	1	1.0	-2	15	4
CCCn1nc(C(=O)NNC(=O)c2cccc(S(=O)(=O)NC(C)C)c2)c2ccccc2c1=O	-3	0	-6	12	-2	-0.2	-5	30	-3
COc1c(C)cc(Br)cc1C(=O)Nc1ccc(C)cc1[N+](=O)[O-]	9	7	0	2	5	-1.7	12	-13	1
N#Cc1ccsc1NC(=O)CSc1ncn[nH]1	2	2	-1	-14	-9	-0.7	1	6	-2
COCCn1c(C)cc(C(=O)CSc2ncn[nH]2)c1C	4	0	-4	8	7	2.7	0	-9	0
O=C(O)/C=C/C(=O)Nc1ccc(OC(F)(F)F)cc1Br	-1	-8	-2	13	0	-2.1	-9	-7	-1
O=C(Nc1ccccc1N1CCOCC1)C1=NN(c2ccccc2)C(=O)CC1	12	0	-4	8	7	2.4	24	15	2
COc1ccc(N(Cc2cc3cccc(C)c3[nH]c2=O)S(=O)(=O)c2ccc(Cl)cc2)cc1	4	1	-3	1	15	1.6	14	30	-3
CCc1ccc(CNC(=O)c2ccc(OC3CCN(C(C)=O)CC3)c(OC)c2)nc1	-7	-3	0	10	-8	-0.3	-18	21	-3
C[C@@H]1C=C(C(=O)NC2CC2)O[C@H](OCc2ccc(CO)cc2)C1	12	0	-2	-18	6	2.3	8	7	1
CC1=C(C(=O)OC2CCCCC2)C(c2ccc(C)o2)C2=C(CCCC2=O)N1 (stereo unspecified)	20	19	-4	11	2	-2.2	28	3	0
CC(=O)Nc1ccc(C(=O)NNC(=O)C2CC2)cc1	-17	-11	-4	8	-4	-1.2	-16	9	-2
Nc1ccc(-n2nnnc2-c2ccco2)cc1	2	-2	-2	18	3	1.1	12	-8	0
Cc1ccc(C)c(N2CCN(c3ccc([N+](=O)[O-])cn3)CC2)c1	19	4	-5	14	8	-0.2	1	21	-6

Next part, overlapping the part above by 3 compounds.
SMILES	tim23-1 inh	CXCR6 block	APJ ag	APJ antagonist	TIM10 inh	UPR CHOP act	tim10-1 inh	Mdm2-MdmX inh	UPR XBP1 act
CC(=O)Nc1ccc(C(=O)NNC(=O)C2CC2)cc1	-17	-11	-4	8	-4	-1.2	-16	9	-2
Nc1ccc(-n2nnnc2-c2ccco2)cc1	2	-2	-2	18	3	1.1	12	-8	0
Cc1ccc(C)c(N2CCN(c3ccc([N+](=O)[O-])cn3)CC2)c1	19	4	-5	14	8	-0.2	1	21	-6
Fc1ccc([C@@H]2CCNC[C@H]2COc2ccc3c(c2)OCO3)cc1	8&-10&2	12&-2&-5	-4&-3&0	-4&15&20	9&13&18	-0.5&2.1&-1.5	9&25&16	51*	-1&-2&-2
COCCNC(=O)CN1C(=O)COc2ccc(Cl)cc21	4	10	-1	10	-8	-2.7	3	4	-2
CCC(=O)Oc1cccc(C(=O)Nc2ccc(-c3nnc(-c4ccco4)o3)cc2)c1	6	-6	2	0	-9	6.4	1	-9	-1
COc1ccc(Cl)cc1N(C(=O)c1ccco1)C(C(=O)NC1CCCC1)c1ccncc1 (stereo unspecified)	0	3	-4	14	12	-2.2	-6	3	-3
CC(C)[C@H]1COCCS(=O)(=O)N1Cc1ccc(Cl)cc1	5	4	11	-4	-2	-0.2	13	10	-2
O=C(CN1CCN(c2nc(-c3ccc(Cl)cc3)cs2)CC1)NCc1ccco1	23	-18	-2	-8	42*	0.5	20	3	2
COc1ccc(C2c3c(ncn(CCCO)c3=N)Oc3ccc4ccccc4c32)cc1OC (stereo unspecified)	3	7	-6	33	7	1.3	3	44	0
CCOC(=O)c1[nH]c2ccc(OC)cc2c1NC(=S)N1CCN(C(=O)OCC)CC1	7	7	-1	-4	-3	1.7	16	-3	-1
Cc1ccc(C2(C)NC(=O)N(CC(=O)N3CCN(S(=O)(=O)c4cccc(F)c4)CC3)C2=O)cc1 (stereo unspecified)	3	1	-3	-54	15	-1.1	17	-32	-4
O=C(C1=C[C@@H](C2CCCCC2)C[C@@H](OCc2ccc(CO)cc2)O1)N1CCN(Cc2ccccc2)CC1	7	14	-1	5	-23	4.3	13	30	-1
O=C(CCSc1ccccc1)Nc1ncccn1	-10	4	-5	17	-1	2.0	-3	10	1
O=c1[nH]c(C(F)(F)F)nc2c1nnn2Cc1ccccc1F	8	-2	4	11	17	-1.7	2	-24	1
COCCNc1ncnc2c1cnn2-c1ccc(Cl)cc1	29	-4	-2	4	8	3.8	35	-92	5
CCN(CC)c1ccc(/C=N/N=C(N)N)c(O)c1	-11	-11	1	-50	0	-1.0	-3	62*	12
COc1ccc(OC)c(-n2nnnc2SCC(=O)Nc2nc(C)c(C)s2)c1	11	6	2	11	15	-1.6	11	10	-2
CCOC(=O)c1ccc(NC(C)=O)c([N+](=O)[O-])c1	-1	-10	5	-14	1	0.6	-16	7	-1
O=C1CC(c2ccccc2)NC(=O)N1 (stereo unspecified)	16	17	2	-3	-10	-1.0	9	-3	-2
O=C(c1cc(Cl)ccc1[N+](=O)[O-])n1cnc2ccccc21	48	-14	5	-56	41*	-2.4	35	2	-1
CCOc1cc2[nH]c(=O)n(CCCCC(=O)NCc3ccco3)c(=O)c2cc1OCC	9	1	0	7	-10	-1.9	12	23	2

These rows are one share of the data; count on the stated rates, not on these rows.
